Bioassay records (PubChem BioAssay)
FXIIa inh: inhibitors of human coagulation factor XIIa. AID 701. purified human FXIIa, AMC substrate fluorescence, 2 h. P00748. inhibition, % at 10 µM. actives 0.2% (n = 33,000); in the data active = inhibition above about 30%;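 also: 0% = enzyme with vehicle only and 100% = no enzyme blank; many of its hits are not listed in these tables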
FXIa single inh: inhibitors of human coagulation factor XIa | purified human FXIa, fluorogenic AMC substrate cleavage | P03951 | actives 0.3% (n = 33,000) | inhibition, % at 10 µM;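 active = inhibition above 40% in the primary screen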;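 also: 0% = enzyme without compound and 100% = blank wells lacking enzyme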
Target sequence (P03951 19-387 limits assumed): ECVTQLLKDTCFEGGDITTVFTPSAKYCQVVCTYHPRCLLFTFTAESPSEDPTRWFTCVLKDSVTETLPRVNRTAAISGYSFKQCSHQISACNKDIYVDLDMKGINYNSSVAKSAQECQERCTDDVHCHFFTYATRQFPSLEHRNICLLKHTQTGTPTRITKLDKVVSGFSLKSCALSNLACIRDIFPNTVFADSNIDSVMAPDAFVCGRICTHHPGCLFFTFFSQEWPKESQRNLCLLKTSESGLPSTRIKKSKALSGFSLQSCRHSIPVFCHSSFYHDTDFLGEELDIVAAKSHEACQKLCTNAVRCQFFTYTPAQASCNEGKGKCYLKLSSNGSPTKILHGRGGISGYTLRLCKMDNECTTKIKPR
Target sequence (P03951 388-625 limits assumed): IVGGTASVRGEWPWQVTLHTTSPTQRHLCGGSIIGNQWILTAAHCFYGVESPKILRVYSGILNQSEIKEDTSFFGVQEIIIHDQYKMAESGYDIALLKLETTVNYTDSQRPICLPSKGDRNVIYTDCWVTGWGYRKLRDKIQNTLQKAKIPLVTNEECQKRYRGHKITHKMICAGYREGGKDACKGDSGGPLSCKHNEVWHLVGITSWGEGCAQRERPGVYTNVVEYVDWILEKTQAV
* marks the source's active call; other numbers are inactive results. An excerpt; count on the stated rates, not on these rows.

SMILES	FXIIa inh	FXIa single inh
Cc1ccc(NC(=S)C2=C(O)c3sccc3N(C)S2(=O)=O)cc1	8.3	12.0
CCOC(=O)c1cc2c(nc1N)CC(C)(CC)OC2 (configuration not stated)	-0.6	-4.2
CCc1nccn1S(=O)(=O)c1ccc(Br)cc1Br	3.1	-3.6
Cn1c([N+](=O)[O-])cnc1COC(N)=O	6.9	10.7
Cc1nc2c(-c3ccc(F)cc3)c(C)nn2c(C)c1CCC(=O)N1CCN(c2ccc(F)cc2)CC1	5.1	6.2
CS(=O)(=O)N1CCN(c2cccc(Cl)n2)CC1	-2.9	2.5
COC(=O)CSc1n[nH]c(-c2cccnc2)n1	4.7	-1.2
Cc1cc(S(=O)(=O)N2CCCCCC2)c(Cl)cc1Cl	5.5	-8.2
COc1ccc(N(CC(=O)N2CCCCCC2)S(=O)(=O)c2c(C)[nH]c(=O)[nH]c2=O)cc1	3.2	1.4
COC(CNC(=O)c1cccc2c1C(=O)N(Cc1cccnc1)C2)OC	-8.9	21.0
CC1(C)CC(=O)C2=C(C1)OC(c1ccncc1)C(C#N)=C2N (configuration not stated)	5.4	-4.8
CCOC(=O)c1c(NC(=O)C2COc3ccccc3O2)sc(C(C)=O)c1C (configuration not stated)	13.2	-1.7
Cc1ccc2ncnc(Nc3ccc(C)c(C)c3)c2c1	3.5	7.9
CC1(C)CC(NC(=O)CCC2CCCC2)CC(C)(C)N1	6.0	-3.6
CCOc1ccc2nc(NCCNC(=O)Nc3cccc(C)c3)c(C#N)cc2c1	4.5	-9.2
O=C1/C(=C/c2ccc(F)c(F)c2)CSc2sccc21	-1.6	-4.9
Cc1cc(NS(=O)(=O)c2ccc(NC(=O)C(c3ccccc3)c3ccccc3)cc2)no1	-18.7	30.5
O=C(Nc1nnc(C23CC4CC(CC(C4)C2)C3)s1)c1ccc(N2C(=O)CCC2=O)cc1	4.3	3.0
Cc1noc(C)c1S(=O)(=O)N1CCC(C(=O)N2CCN(c3ccccc3Cl)CC2)CC1	4.5	3.3
CCN(CC)CCCNc1nc2cc(OC)c(OC)cc2c2nc(-c3ccccc3)nn12	-16.6	28.7
COc1ccc2nc(SCC(=O)Nc3cc(C)on3)[nH]c2c1	2.1	4.3
Cc1ccc(-n2c(C)cc(/C=c3/sc4nc5ccccc5n4c3=O)c2C)cc1	1.2	-2.1
COc1ccc2c(CC(=O)OCC(=O)NC(=O)c3cccn3C)coc2c1	-18.3	25.4
CCCCOC(=O)C(NC(=O)c1ccccc1)=C(C)C	5.9	-8.2
Cc1ccc2nc(-c3ccc(S(=O)(=O)N4CCOCC4)cc3)cn2c1	-2.1	-4.8
C=CCn1c(COc2ccc(F)cc2)nnc1SCC(=O)N1CC(=O)Nc2ccccc21	4.1	-13.5
CCNC(=O)CSc1ncnc2sccc12	0.6	-5.2
O=C1COc2ccc(C(=O)NCc3ccco3)cc2N1	2.6	1.2
COC(=O)[C@H](Cc1ccccc1)NC(=O)N1CCC(C)CC1	6.7	10.2
CN(C)c1nc(-c2ccccn2)nnc1-c1ccccc1	1.4	6.9
C=CCc1cc(C)ccc1OCCn1ccnc1	-9.2	11.7
COc1ccc(-n2nc(C(=O)NCC(=O)NCc3ccco3)c3ccccc3c2=O)c(OC)c1	5.1	-11.5
O=S(=O)(N1CCCCC1)N1CCN(CC(O)COc2ccc3cc(Br)ccc3c2)CC1 (configuration not stated)	9.5	-8.1
O=C1CC(N2CCC(Cc3ccccc3)CC2)C(=O)N1CCc1ccccc1 (configuration not stated)	4.6	12.0
CCn1c(CCCNC(=O)c2ccc(F)cc2)nc2ccccc21	5.2	6.2
O=C(NCCN1CCOCC1)c1ccccc1Oc1ccccc1	4.9	-2.0
O=C(c1cccc(F)c1)N1CCC(O)(c2cccnc2)CC1	-13.8	25.5
COC(=O)c1ccc(CSc2nnc(Nc3cccc(OC)c3)s2)o1	3.7	-1.6
COc1cc(NC(=O)C2CCCO2)c(OC)cc1NC(=O)c1ccccc1 (configuration not stated)	4.7	3.2
CCOCCc1nnc(NC(=O)CN2C(=O)c3ccccc3C2=O)s1	7.5	0.2
O=[N+]([O-])c1cc(S(=O)(=O)N2CCCC2)ccc1N/N=C/c1cccs1	7.5	-7.2
O=C(CCCc1ccccc1)NCc1cccnc1	6.8	4.7
O=C(Oc1nsnc1N1CCOCC1)c1ccccc1	62.6*	65.8*
COCc1cc(C)n(CC(=O)Nc2ccccc2OC)c(=O)c1C#N	3.3	-1.3
CCc1nnc(NC(=O)CSc2nc3ccccc3c(=O)n2CCCOC)s1	7.1	1.9
O=C(O)CC1NC(=S)N(c2ccccc2)C1=O (configuration not stated)	1.3	-4.3
O=C(CCc1ccccc1)Nc1ncc2c(n1)CCCC2=O	-1.2	2.5
O=C(Nc1ccc(Oc2ccc3ccccc3c2)cc1)c1ccco1	-15.2	24.4
CC1CN(S(=O)(=O)c2cccc3nsnc23)CC(C)O1 (configuration not stated)	7.3	6.0
CCC(C)(C)NC(=O)CN(C(=O)CCC(=O)Nc1ccccn1)c1ccc(F)c(Cl)c1	3.8	7.7

Part of the list above in order of length of the SMILES, largest number first:
SMILES	FXIIa inh	FXIa single inh
COc1ccc(-n2nc(C(=O)NCC(=O)NCc3ccco3)c3ccccc3c2=O)c(OC)c1	5.1	-11.5
CCC(C)(C)NC(=O)CN(C(=O)CCC(=O)Nc1ccccn1)c1ccc(F)c(Cl)c1	3.8	7.7
O=S(=O)(N1CCCCC1)N1CCN(CC(O)COc2ccc3cc(Br)ccc3c2)CC1 (configuration not stated)	9.5	-8.1
O=[N+]([O-])c1cc(S(=O)(=O)N2CCCC2)ccc1N/N=C/c1cccs1	7.5	-7.2
O=C1CC(N2CCC(Cc3ccccc3)CC2)C(=O)N1CCc1ccccc1 (configuration not stated)	4.6	12.0
COc1cc(NC(=O)C2CCCO2)c(OC)cc1NC(=O)c1ccccc1 (configuration not stated)	4.7	3.2
CCc1nnc(NC(=O)CSc2nc3ccccc3c(=O)n2CCCOC)s1	7.1	1.9
CCOCCc1nnc(NC(=O)CN2C(=O)c3ccccc3C2=O)s1	7.5	0.2
O=C(Nc1ccc(Oc2ccc3ccccc3c2)cc1)c1ccco1	-15.2	24.4
O=C(c1cccc(F)c1)N1CCC(O)(c2cccnc2)CC1	-13.8	25.5
CC1CN(S(=O)(=O)c2cccc3nsnc23)CC(C)O1 (configuration not stated)	7.3	6.0
O=C(CCc1ccccc1)Nc1ncc2c(n1)CCCC2=O	-1.2	2.5
CCCCOC(=O)C(NC(=O)c1ccccc1)=C(C)C	5.9	-8.2
O=C1COc2ccc(C(=O)NCc3ccco3)cc2N1	2.6	1.2
O=C(O)CC1NC(=S)N(c2ccccc2)C1=O (configuration not stated)	1.3	-4.3
O=C(Oc1nsnc1N1CCOCC1)c1ccccc1	62.6*	65.8*
O=C(CCCc1ccccc1)NCc1cccnc1	6.8	4.7
C=CCc1cc(C)ccc1OCCn1ccnc1	-9.2	11.7
CCNC(=O)CSc1ncnc2sccc12	0.6	-5.2

A different layout for part of the listing above.
Each structure is followed by: FXIIa inh	FXIa single inh
> O=C(CCc1ccccc1)Nc1ncc2c(n1)CCCC2=O
  -1.2	2.5
> O=C(O)CC1NC(=S)N(c2ccccc2)C1=O (configuration not stated)
  1.3	-4.3
> CCc1nnc(NC(=O)CSc2nc3ccccc3c(=O)n2CCCOC)s1
  7.1	1.9
> CC1CN(S(=O)(=O)c2cccc3nsnc23)CC(C)O1 (configuration not stated)
  7.3	6.0

Other records.
SMILES	FXIIa inh	FXIa single inh
CCCNS(=O)(=O)c1cc(Br)cc2c1N(C(=O)CC)CC2	4.0	-7.8
Cc1cc2nnc(SCC(=O)OC(C)C)n2c2ccccc12	6.4	-12.2
COc1ccc(C(C)=O)cc1CSc1nc2cc(Cl)ccc2o1	3.7	-3.6
O=C(NC1CCCC1)c1ccc(S(=O)(=O)N2CCOCC2)cc1	5.5	2.4
CC(=O)Nc1ccc(S(=O)(=O)N(Cc2ccccc2)C(C)C)cc1	4.5	-8.7
CCOc1cc(C)c(C(C)C)cc1S(=O)(=O)N1CCN(C)CC1	6.5	-1.9
Cc1ccc(S(=O)(=O)NNC(=O)c2snnc2C)cc1	6.6	0.3
Cc1ccc(C)n1-c1ccc(C(=O)NCC2CCCO2)cc1 (configuration not stated)	-1.8	0.7
N#Cc1nc(-c2ccco2)oc1N1CCC(Cc2ccccc2)CC1	7.7	-5.5
CCOP(=O)(OCC)C(C)(C)NC(=O)c1cc([N+](=O)[O-])cc([N+](=O)[O-])c1	3.5	-7.9
CCOc1ccc(C2/C(=C(/O)c3ccc(OC)cc3)C(=O)C(=O)N2c2cc(C)on2)cc1OC (configuration not stated)	4.6	-2.9
Fc1ccc(C2CC(c3ccccc3)n3ncnc3N2)cc1 (configuration not stated)	5.2	-5.5
Cn1c(SCC(=O)NC(=O)NCc2ccco2)nnc1-c1ccccc1	7.7	8.8
COc1ccc(NC(=O)Nc2ccccc2F)cc1	7.2	-8.7
Cc1cc(NC(=O)C2CC(c3ccccc3Cl)=NO2)no1 (configuration not stated)	8.5	2.9
O=c1c2ccccc2[nH]c(=S)n1CCN1CCC(=C(c2ccc(F)cc2)c2ccc(F)cc2)CC1	2.2	-1.1
Cc1ccc2c(CSc3nc4ccccc4c(=O)n3CCCO)cc(=O)oc2c1C	6.4	6.3
CC(C)(C)C1CCC2(CC1)C(C#N)=C(SCC(=O)NC1CCCCC1)NC(=O)C2C#N (configuration not stated)	1.2	-5.2
Cc1nc(NC(=O)C23CCC(C)(C(=O)O2)C3(C)C)sc1C (configuration not stated)	5.0	3.6
Cn1c(=O)c(Cc2ccccc2)c(O)c2ccccc21	-1.4	-5.3
COc1ccc(-n2c(SCC(=O)N3CCOCC3)nc(O)c(Cc3ccccc3)c2=O)cc1	3.9	-0.2
CCOC(=O)N1CCN(/C=C(\C#N)c2nc3ccccc3s2)CC1	7.5	0.7
O=C(C1=C(O)C(=O)N(Cc2ccccc2)C1c1ccncc1)c1ccco1 (configuration not stated)	8.2	5.0
O=S(=O)(c1ccc(Br)s1)N1CCC(Cc2ccccc2)CC1	7.0	-12.4
O=C(COC(=O)c1cnccn1)c1ccc2ccccc2c1	-10.0	-0.8
CC(C)(C)NC(=O)c1cccc(NC(=O)c2ccco2)c1	-18.0	29.6
O=C(CCSc1ccccc1)Nc1ccc(S(=O)(=O)N2CCOCC2)cc1	9.3	6.3
O=C1c2ccccc2C(=O)N1c1nc(-c2cccs2)cs1	0.5	-2.4
O=C(CSc1nnc(CNC(=O)c2ccco2)o1)c1ccccc1	5.3	2.8
CC(N)C12CC3CC(CC(O)(C3)C1)C2 (configuration not stated)	17.1	-3.4
COC(=O)c1ccc(C2/C(=C(/O)c3ccc(OC)cc3)C(=O)C(=O)N2c2cc(C)on2)cc1 (configuration not stated)	3.8	-2.8
Cc1[nH]n(-c2ccccc2)c(=O)c1Sc1ccc(Cl)cc1	-13.8	36.1
Cc1ccc(Cn2nnc3c(=O)[nH]c(C4CCCN(C(=O)Nc5ccc(F)cc5)C4)nc32)cc1 (configuration not stated)	6.9	-1.2
O=C(NCC(c1cccs1)N1CCOCC1)c1cc2ccccc2o1 (configuration not stated)	6.5	0.7
Cc1nn(-c2ccccc2)c(C)c1C(=O)OCC(=O)N1CCN(S(=O)(=O)c2ccccc2)CC1	4.2	2.0
COC(=O)CSc1ccc(C#N)c(SCC(=O)OC)c1	0.7	2.0
Cc1nc(SCC(=O)NCc2ccccc2)c2oc3ccccc3c2n1	4.4	-6.7
CN1C(=O)C2C=CC1C1C(=O)N(c3ccccc3)C(=O)C21 (configuration not stated)	8.5	-1.1
COc1ccc2c(c1)C(=O)/C(=C/C=C/c1ccccc1)CC2	2.6	8.1
N#Cc1cnc2sc3ccccc3n2c1=N	9.2	6.8
Cc1cc(Nc2ccccc2)n(-c2cccc(Cl)c2)n1	17.4	1.9
O=C(NCCCn1ccnc1)Nc1ccc(Cl)cc1Cl	-12.0	-15.0
Cn1nc(-c2ccc(OCC(=O)NCC3CCCO3)cc2)c2ccccc2c1=O (configuration not stated)	4.1	0.0
Brc1ccc(C2C3=C(Nc4ncnn42)c2ccccc2OC3c2ccncc2)cc1 (configuration not stated)	-11.9	6.4
O=C(Oc1nsnc1N1CCOCC1)N1CCCC1	4.9	-6.4
CCOc1cc(S(=O)(=O)Nc2ccc(CC)cc2)ccc1Cl	-15.3	13.2
CC(C)Cc1[nH]c(=O)c(C#N)c2c1CCCC2	7.2	4.0
O=C(CN1CCCC1)NC1C2CC3CC(C2)CC1C3 (configuration not stated)	2.8	7.1
Cc1ccc(OCc2nc(-c3ccccn3)no2)cc1	4.9	9.3
COc1ccc(CCNC(=O)Cn2nnc(-c3ccccc3F)n2)cc1OC	8.5	0.8
